Assay outcomes from PubChem.
Tb PFK block = qHTS Assay to Find Inhibitors of T. brucei phosphofructokinase | T. brucei PFK, ADP-Glo luminescence | Potency, µM (doses to about 57.5 µM), without a hit: at the top dose activity, negative = inhibition, actives largely listed as inhibitors | 0.17% of 330,000 active;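 further: potency means the concentration at half of the fitted maximal effect; 0% = uninhibited 1x PFK enzyme wells and -100% = no-enzyme wells; nearly all actives have a fitted effect of over 60% in size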
Target sequence (O15648 whole entry, looked up): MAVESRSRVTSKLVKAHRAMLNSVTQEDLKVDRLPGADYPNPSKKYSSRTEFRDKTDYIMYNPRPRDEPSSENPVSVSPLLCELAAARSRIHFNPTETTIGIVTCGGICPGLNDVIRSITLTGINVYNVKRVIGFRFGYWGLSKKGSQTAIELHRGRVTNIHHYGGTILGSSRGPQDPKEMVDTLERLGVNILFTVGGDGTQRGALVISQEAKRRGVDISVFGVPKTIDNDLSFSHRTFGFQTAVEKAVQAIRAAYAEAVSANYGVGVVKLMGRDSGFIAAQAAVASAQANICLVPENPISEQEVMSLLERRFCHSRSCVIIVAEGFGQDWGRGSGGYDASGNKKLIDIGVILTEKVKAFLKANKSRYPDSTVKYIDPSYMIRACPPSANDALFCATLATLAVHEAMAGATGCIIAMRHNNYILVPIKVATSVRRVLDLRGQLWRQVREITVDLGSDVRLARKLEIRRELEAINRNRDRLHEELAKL
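ADP-Glo luminescence quantified ADP after 45 min at room temperature, with 1.25 nM T. brucei PFK, 0.1 mM ATP and 0.5 mM fructose-6-phosphate in pH 8.0 TEA buffer. qHTS titrations up to 57 µM; curves classified by quality.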
Gal4-VP16 FLuc = VP16 counterscreen qHTS for inhibitors of ROR gamma transcriptional activity; Drosophila S2 Gal4-VP16 UAS-luciferase, luminescence, 20 h; Potency, µM (series often up to 53.6 µM), for the others: at the highest dose activity, negative = inhibition, actives largely listed as inhibitors; 3.5% of 310,000 active; AID 2546, 2010;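 further: Gal4-VP16 expression switched on by copper sulfate through the metallothionein promoter; potency means the concentration at half of the fitted maximal effect; on the % scale 0 is the no-effect control and ±100 the full control effect; nearly all actives have a fitted effect of over 50% in size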
BRCA1 expr act = qHTS Assay to Identify Small Molecule Activators of BRCA1 Expression. MCF7-BRCA1-FFLuc reporter, luminescence, 48 h; response scale: scaled: vehicle 0%, 10 µM genistein 100%. Potency, µM (highest dose often 46.1 µM), for the others: at the highest dose activation, most hits filed as activators. 1.1% of 380,000 active; further: potency means the concentration at half of the fitted maximal effect; nearly all actives have a fitted effect of over 80% in size; some results filed as inactive show a strong effect at the top dose
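MCF7 cells carrying a BRCA1-firefly luciferase reporter (2000 cells/well, phenol-red free MEM) were attached for 2 h at 37 °C, then given compounds for 48 h. Luminescence was read 15 min after luciferase reagent; activity normalized to genistein (10 microM) and DMSO.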
ELG1 genotoxic = qHTS screen for small molecules that induce genotoxicity in human embryonic kidney (HEK293T) cells expressing luciferase-tagged ELG1; HEK293T ELG1-luciferase reporter, luminescence, 16 h; Potency, µM (highest dose often 46 µM), inactives show top-dose activity change, positive = activation, usual class: activators; 1.3% of 330,000 active; AID 504466, 2011; further: potency means the concentration at half of the fitted maximal effect; % of control where 0% means no effect; nearly all actives have a fitted effect of over 60% in size
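HEK293T cells expressing luciferase-tagged ELG1 were treated with compound or DMSO for 16 hr at 37°C. Luciferase activity was then read after 30 min with ONE-Glo at room temperature; rising signal flags genetic stress.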
TRPV1 agonist = HTS Assay for Compounds that Act as Agonists of the Vanilloid Receptor 1 | activation, % at 8.33 µM | TRPV1-expressing cells, Fluo-8 calcium influx, agonist mode | 0.19% of 320,000 active | Transient receptor potential cation channel subfamily V member 1 (Homo sapiens), Q8NER1; in the data active means activation above about 80%; inconclusive means between about 30% and that limit; further: 0% is about no effect
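Fluo-8 calcium influx in TRPV1-expressing cells, kinetic read (ex 480/em 520 nm). Compound added and read 3 min for agonist activity, followed by capsaicin at EC20 final and 2 min further read for enhancement.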
Rab9 promoter act = qHTS Assay for Rab9 Promoter Activators. Huh7 Rab9 promoter-luciferase reporter, luminescence, 24 h. Potency, µM (series often up to 9.22 µM), inactives show at the highest dose activation, negative = inhibition, most hits filed as activators. 2.8% of 320,000 active. AID 485297, 2010; further: potency means the concentration at half of the fitted maximal effect; % of control where 0% means no effect; nearly all actives have a fitted effect of over 60% in size
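Cells were plated at 1500 per well in reduced-serum medium with 10% FBS and left 2 h. Compound in DMSO was then added for 24 h at 37 °C. Reporter signal was read by luminescence after 10 min with luciferase detection reagent.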
p53 reactivator = qHTS assay for re-activators of p53 using a Luc reporter. 0.063% of 320,000 active. H1299 p53-A138V BP100-luciferase reporter, luminescence, 24 h. AID 504706, 2011. Potency, µM (doses to about 92.2 µM), for inactives: top-dose activity change, positive = activation, actives largely listed as activators; further: potency means the concentration at half of the fitted maximal effect; % of control where 0% means no effect; nearly all actives have a fitted effect of over 45% in size
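p53-null H1299 cells stably carrying temperature-sensitive p53-A138V and a BP100-luciferase reporter were pinned with compounds (4-point, 1:5 series) and held 24 hrs at 37 deg C. Luminescence was read 10 min after detection reagent.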
RORg inh = qHTS for inhibitors of ROR gamma transcriptional activity. Nuclear receptor ROR-gamma (Mus musculus), P51450. Drosophila S2 Gal4-RORgamma UAS-luciferase reporter, 20 h. Potency, µM (series often up to 53.6 µM), for the others: top-dose activity change, negative = inhibition, usual class: inhibitors. 5.4% of 310,000 active. AID 2551, 2010; further: potency means the concentration at half of the fitted maximal effect; on the % scale 0 is the no-effect control and ±100 the full control effect; nearly all actives have a fitted effect of over 60% in size
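A Gal4/UAS one-hybrid system in insect cells: metallothionein-promoter Gal4–ROR gamma fusion plus Photinus luciferase reporter. Copper sulfate 700 uM final, 20 hr ambient incubation, luminescent detection after 10 min with reagent.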
ELG1 DNA repair = qHTS screen for small molecules that inhibit ELG1-dependent DNA repair in human embryonic kidney (HEK293T) cells expressing luciferase-tagged ELG1 | HEK293T ELG1-luciferase reporter, luminescence, 16 h; DNA damage induced by 5-fluorouridine | Potency, µM (doses to about 46.1 µM), for the others: at the highest dose activity change, negative = inhibition, most hits filed as inhibitors | 2.3% of 330,000 active; further: potency means the concentration at half of the fitted maximal effect; on the % scale 0 is the no-effect control and ±100 the full control effect; nearly all actives have a fitted effect of over 55% in size
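Step one: seed 2,000 cells per well. Step two: pin-transfer compound or DMSO alongside 5-fluorouridine. Step three: incubate 16 hr, 37 °C, 5% CO2. Step four: add ONE-Glo, wait 30 min, read luminescence.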
NPC1 prom act = qHTS Assay for NPC1 Promoter Activators; Huh7 NPC1 promoter luciferase reporter, 24 h; Potency, µM (series often up to 9.22 µM), for inactives: at the highest dose activation, most hits filed as activators; 2.4% of 320,000 active; AID 485313, 2010;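 further: potency means the concentration at half of the fitted maximal effect; % of control where 0% means no effect; nearly all actives have a fitted effect of over 60% in size; reporter is driven by a mutant NPC1 promoter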
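Huh7 reporter cells (NPC1 promoter driving luciferase) are dosed with compound for 24 h at 37 °C, 5% CO2; luciferase detection reagent is then added and luminescence measured after 10 min at ambient temperature.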
FLuc counter = qHTS profiling assay for firefly luciferase inhibitor/activator using purifed enzyme and Km concentrations of substrates (counterscreen for miR-21 project); purified FLuc, Km substrates, luminescence inhibition; Potency, µM (titrated, usually from 57.5 µM), without a hit: top-dose activity change, negative = inhibition, hits mostly inhibitors; 6.9% of 360,000 active;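 further: potency means the concentration at half of the fitted maximal effect; plate controls were vehicle for no effect and reference inhibitor for full effect; nearly all actives have a fitted effect of over 55% in size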
Target sequence (P08659 whole entry, looked up): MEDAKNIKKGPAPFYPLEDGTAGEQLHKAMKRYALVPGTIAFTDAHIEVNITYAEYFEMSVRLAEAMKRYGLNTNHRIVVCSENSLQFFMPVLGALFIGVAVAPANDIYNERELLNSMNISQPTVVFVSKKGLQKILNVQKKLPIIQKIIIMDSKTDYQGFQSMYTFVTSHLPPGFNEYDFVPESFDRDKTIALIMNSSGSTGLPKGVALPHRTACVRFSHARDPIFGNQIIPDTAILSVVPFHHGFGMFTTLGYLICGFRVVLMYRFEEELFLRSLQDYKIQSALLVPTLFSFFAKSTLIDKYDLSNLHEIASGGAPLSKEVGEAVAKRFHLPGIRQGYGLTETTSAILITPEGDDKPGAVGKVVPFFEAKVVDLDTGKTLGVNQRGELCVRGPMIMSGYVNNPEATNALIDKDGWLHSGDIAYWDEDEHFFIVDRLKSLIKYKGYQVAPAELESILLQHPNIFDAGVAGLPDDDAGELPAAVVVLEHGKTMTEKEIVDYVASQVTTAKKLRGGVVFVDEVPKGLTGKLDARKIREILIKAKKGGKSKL
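Purified P. pyralis luciferase, 10 nM final, with Km-level 10 uM D-luciferin and 10 uM ATP in 50 mM Tris acetate pH 7.5, 10 mM Mg acetate, 0.01% Tween-20, 0.05% BSA; 6-point qHTS titration about 60 µM downward; luminescence read.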
* hit, by the source's call; ? = inconclusive; . = not tested or not shown; [ ] = another dose, or the depositor's remark. Unless noted, the call rests on the fitted dose curve; in most records, active means well fitted curve in the direction sought with a large enough effect; inconclusive means small, poorly fitted or top-dose-only effect, or another doubt; inactive means no such curve, though single readings can be large; an effect the other way counts as inactive or inconclusive.

SMILES	Tb PFK block	Gal4-VP16 FLuc	BRCA1 expr act	ELG1 genotoxic	TRPV1 agonist	Rab9 promoter act	p53 reactivator	RORg inh	ELG1 DNA repair	NPC1 prom act	FLuc counter
CN(CC(=O)Nc1cccc(F)c1)C(=O)CCc1nc2sc3c(c2c(=O)[nH]1)CCCC3	-12%	.	-18%	11%	-3	0%	8%	.	?	-5%	0%
CCN(CC)CCNC(=O)C(=O)Nc1cc2c3c(c1)CC(=O)N3CCC2	-3%	17%	1%	2%	-5	7%	-6%	4%	14%	-2%	0%
Cc1cnc(C(=O)OCC(=O)Nc2cccc3ccccc23)cn1	1%	.	-3%	2%	.	.	-3%	.	0%	.	.
CN(C)c1ccc(-c2nn3c(-c4ccc(Cl)cc4Cl)nnc3s2)cc1	-16%	.	.	0%	3	-22%	-13%	-28%[0.365 µM]	-1%	-25%	-2%
Cc1nn(C)c(C)c1N1C(=O)c2cccc3c(Br)ccc(c23)C1=O	-7%	-31%	-38%	14%	0	7%	-7%	?	?	1%	-3%
CCC(C)(C)NC(=O)c1cc(OC)c(OC)cc1[N+](=O)[O-]	-3%	-6%	0%	1%	1	2%	1%	5%	6%	2%	0%
Cc1ccc2oc(=O)n(CCOc3ccccc3C)c2c1	-4%	2%	-5%	0%	14	-3%	-3%	16%	4%	-4%	-4%
COc1ccc(NC(=O)CN2C(=O)/C(=C3\SC(=S)N(C4CCS(=O)(=O)C4)C3=O)c3ccccc32)cc1 (centres undefined)	-5%	1%	0%	-3%	-4	-22%	-3%	-22%	2%	-18%	-4%
COc1ccc(S(N)(=O)=O)cc1C(=O)OCCCOC(=O)c1cc(S(N)(=O)=O)ccc1OC	0%	-5%	8%	7.3µM*	-7	-16%	1%	?	-6%	-15%	-2%
Cc1nn(-c2ccccc2)c2nc(N)c(C#N)c(-c3ccc(C(C)(C)C)cc3)c12	1%	-1%	-46%	-8%	17	-5%	-1%	1%	?	-1%	0%
Cc1cccc(N2CCN(C(=O)c3oc4ccc(Br)cc4c3C)CC2)c1C	-1%	.	-35%	2%	.	.	4%	.	5%	.	.
COc1ccc(-n2cc(CN(C)CCO)c(-c3cccc(F)c3)n2)cc1	0%	-20%	24%	?	4	0.63µM*	17%	11%	?	0.45µM*	2.1µM*
Cc1cc(Nc2cccc(O)c2)c2ccccc2n1	-5%	-3%	.	-5%	-1	-1%	-2%	11%	-3%	0%	4%
CN1/C(=C/C=N/n2cnnc2)C(C)(C)c2ccccc21	5%	18µM*	-2%	0%	0	-9%	-15%	23%	-4%	3%	0%
COc1ccc(C(c2c[nH]c3ccccc23)c2c[nH]c3ccccc23)cc1O	2%	14%	.	-5%	10	12%	?	41%	?	6%	?
CCCCN1C(=O)NC(NS(=O)(=O)c2ccc(N)cc2)(C(F)(F)F)C1=O (centres undefined)	3%	3%	0%	0%	0	3%	-4%	9%	28%	-1%	1%
COc1ccc(N(CC(=O)N2CCc3ccccc32)S(=O)(=O)c2c(C)n[nH]c2C)cc1	2%	3%	-1%	2%	-3	2%	-9%	2%	-16%	-3%	0%
CN=CC1=C(O)C(C(=O)OC)C(C)(C)CC1=O (centres undefined)	-5%	5%	-6%	4%	1	0%	0%	-13%	24%	-4%	-3%
COc1ccc(Cl)cc1NC(=O)NC(C)C	0%	9%	-1%	-1%	2	0%	6%	16%	2%	-1%	1%
CC1(C)CC(=O)C(C2C3=C(CC(C)(C)CC3=O)Oc3ccccc32)C(=O)C1 (centres undefined)	-5%	1%	0%	.	-2	-3%	0%	19%	.	-3%	0%
O=C(c1ccc(NS(=O)(=O)c2cccc([N+](=O)[O-])c2)cc1)N1CCCCCC1	-2%	.	-16%	-6%	0	0%	-4%	.	-2%	-2%	-2%
CCC(C)c1ccccc1N1CC(C(=O)N2CCN(S(=O)(=O)c3ccccc3Br)CC2)CC1=O (centres undefined)	-4%	.	-4%	-1%	-5	-7%	-5%	.	-5%	-4%	0%
O=C(N/N=C/c1ccco1)c1cccc(NC(=O)c2cccc(Cl)c2)c1	2%	-14%	-10%	-2%	-2	18%	-1%	-36%	2%	8%	?
O=C(COC(=O)c1ccccc1)NCc1ccco1	?	1%	2%	-1%	-2	3%	1%	2%	6%	-1%	0%
C(=C\c1ccccc1)/CNCC1CCCO1 (centres undefined)	1%	-3%	8%	2%	2	-2%	0%	-7%	1%	0%	-1%
COc1ccccc1C1CC(=O)Nc2cc(C)c(C)cc21 (centres undefined)	5%	-3%	-63%[inhibitor]	-3%	?	-14%	.	-3%	?	-23%	-1%
CSc1ccc(/C=C(\NC(=O)c2ccccc2)C(=O)NCCN2CCOCC2)cc1	3%	5%	-2%	-6%	-6	-7%	-5%	-3%	3%	4%	4%
CC(=O)Nc1c(C)ccc(CNC(=O)COc2ccc(F)cc2)c1C	-9%	-2%	-4%	0%	-5	-1%	0%	0%	8%	-3%	-2%
O=S(=O)(Nc1nc2ccccc2nc1Nc1ccc2c(c1)OCO2)c1ccccc1	-1%	-7%	-36%	-6%	-5	2%	-12%	?	?	-1%	?
COc1ccc(C=O)c2[nH]c3c(Cl)ncnc3c12	4%	-1%	-20%	?	1	0%	5%	3%	?	-3%	-2%
O=C(NCc1ccccc1F)C1CCCN1S(=O)(=O)c1ccc(F)cc1 (centres undefined)	-1%	-2%	-2%	-4%	4	2%	-1%	?	-3%	0%	-3%
O=C(NCc1ccco1)c1cccc(N2CCCC2=O)c1	0%	16%	4%	-1%	-3	4%	8%	13%	0%	6%	7%
C=CCn1c(Cc2ccc(OCC)cc2)nnc1SCC(N)=O	17%	-7%	-1%	2%	3	-7%	-4%	-21%	16%	-2%	2%
COC(=O)Cc1n[nH]c(=O)c2ccccc12	0%	-1%	0%	-6%	-2	-8%	0%	-21%	0%	2%	7%
N#C/C(=C\c1c[nH]c2ccccc12)C(N)=O	1%	-7%	2%	-4%	-7	0%	2%	5%	-22%	0%	?
Cc1c(Nc2cc(N3CCOCC3)c3nonc3c2[N+](=O)[O-])c(=O)n(-c2ccccc2)n1C	0%	-8%	.	0%	0	-1%	0%	-9%	2%	0%	-2%
O=C(NCCN1CCN(c2ccccc2)CC1)c1cccc(Br)c1	-12%	6%	15%	-27%	7	1%	0%	11%	?	2%	-4%
Fc1ccc(CSc2nc3ccccc3[nH]2)cc1	-7%	-22%	?	?	?	1.4µM*	?	23%	?	2.8µM*	4.8µM*
COc1ccc(NC(=O)Nc2cccc3c2O[C@H](CN(C)Cc2ccc(-c4ccccc4)cc2)[C@@H](C)CN([C@H](C)CO)C3=O)cc1	-1%	.	0%	5%	.	.	9%	.	15%	.	.
O=C(O)CCN1C(=O)c2ccncc2C1=O	21%	-6%	5%	-1%	-5	4%	-7%	30%	4%	1%	3%
COc1ccc(C(=O)NCC(=O)N/N=C/c2c(C)[nH]c3ccccc23)cc1	1%	5%	-1%	-3%	-3	-4%	-4%	3%	-9%	-1%	-1%
CN(C)C(=O)c1ccc(-n2cccn2)nc1	-2%	12%	14%	6%	-5	10%	-2%	-3%	11%	4%	-7%
CC(=O)Nc1ccccc1-c1nc2ccccc2nc1OCC(=O)c1ccc(Cl)cc1	-1%	-1%	-29%	-2%	1	-3%	-5%	25%	-17%	-1%	11%
CCCc1cc(Nc2ccc(C)cc2)n2ncnc2n1	2%	?	-17%	5%	4	-1%	-21%	?	-1%	-2%	0%
O=C(Cc1ccc(Cl)cc1)N/N=C/c1c(Cl)cccc1Cl	0%	-10%	0%	14%	-4	17%	7%	-6%[10 µM]	?	-1%	4%
Cc1ccc(C(=O)NCC(=O)N(C)Cc2cccc(F)c2)s1	1%	.	7%	2%	5	0%	6%	.	11%	-1%	2%
